High-throughput results (PubChem BioAssay)
Hsp70 activator – transcriptional activators of Hsp70; activation, % at 10 µM; 200,000 compounds, 0.04% hits; HeLa Hsp70 promoter luciferase reporter, luminescence; scaled: vehicle 0, proteasome-inhibitor control 100%;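 active = activation above the mean across all tested compounds plus 3 SD, cutoff set per campaign, cut at about 5.5% in these data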;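 note: 100% = MG132 at 30 µM as the positive control and 0% = DMSO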
Diaph inh CS – diaphorase inhibition or chemical oxidation counter-screen. diaphorase resazurin-to-resorufin fluorescence, NADH, 16 min; bacterial (C. kluyveri) enzyme, not human. inhibition, % at 20 µM. 190,000 compounds, 0.69% hits. AID 1217;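 active = primary screen inhibition at 20 µM above a set limit, cut at about 50% in these data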;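 note: plate controls were DMSO with full reaction for no effect and wells lacking NADH for full effect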
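System: Bacterial diaphorase enzyme (C. kluyveri) | Incubation: 16-min room-temperature incubation before reading | Benchmarks: No-NADH positive control and DMSO neutral control | Measured by: Resorufin fluorescence 544/590 nm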
STAT3 inh – inhibitors of IL-6 induced STAT3 signaling | U3A cells, IL-6 STAT3-luciferase reporter, luminescence; host cell line lacks STAT1 | inhibition, % at 5.5 µM | 190,000 compounds, 0.89% hits | AID 862;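 active = inhibition above the mean inhibition across all screened compounds plus 3 SD, cut at about 44% in these data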;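 note: 0% = DMSO only wells and 100% = 100 µM nifuroxazide control wells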
STAT1 activator – STAT1 signaling activation; NIH 3T3 STAT1-luciferase reporter, IFN-gamma, luminescence; 100% = IFN-gamma alone, no compound; activation (% of control), % at 5.5 µM; 200,000 compounds, 2.6% hits; AID 932;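 active = activation above the screen-wide mean activation plus 3 SD, cut at about 130% in these data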;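 note: raw ratio to IFN-gamma control signal so 100% means no change and 0% no light; values of inactives mirror those of a sister screen read the other way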
APP transl inh – APP translation inhibition; SH-SY5Y APP 5'UTR-luciferase reporter, luminescence; inhibition, % at 2 µM; 190,000 compounds, 0.82% hits;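 active = inhibition above a set limit, derived from the sample mean plus 3 SD, cut at about 45% in these data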; note: values of inactives mirror those of a sister screen read the other way
STAT1 inh – STAT1 signaling inhibition | 200,000 compounds, 0.35% hits | NIH 3T3 STAT1-luciferase reporter, IFN-gamma, luminescence | inhibition, % at 5.5 µM;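 active = inhibition above a set limit, the mean inhibition across all tested compounds plus 3 SD, cut at about 34% in these data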;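 note: 0% = IFN-gamma with DMSO and 100% = IFN-gamma with 300 µM nifuroxazide; values of inactives mirror those of a sister screen read the other way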
Diaphorase act – activates diaphorase or chemically reduces, flagging diaphorase assay artifacts | activation factor at 20 µM | AID 1229 | Diaphorase/resazurin coupled assay, resorufin fluorescence, 16 min; active compounds read high; 1 = vehicle wells, 0 = NADH-free wells | 190,000 compounds, 0.005% hits;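 active = diaphorase activity raised at least twofold by the compound at 20 µM; inactive = activation factor below 2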
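Material: bacterial diaphorase enzyme (C. kluyveri); amount: enzyme 0.07 U/mL final; reagent: NADH substrate 0.114 mM plus resazurin dye 0.1 mM, final; doses: single compound dose of 20 µM, 1% DMSO final; timing: 16 min enzyme reaction, ambient temperature; measured by: fluorescence of resorufin, 544 nm excitation, 590 nm emission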
STAT3 act – STAT3 signaling activation | U3A cells, IL-6 STAT3-luciferase reporter, luminescence; 100% = signal with IL-6 EC80 alone | activation (% of control), % at 5.6 µM | 190,000 compounds, 0.91% hits;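 active = activation above the screen-wide mean of compound activation plus 3 SD, cut at about 130% in these data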;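 note: 0% = background luminescence of wells with medium and substrate only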
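Material: STAT1-lacking human U3A cells, STAT3 luciferase reporter | Benchmarks: IL-6-only wells as 100% reference | Probe or stimulus: IL-6 (33 ng/mL) | Timing: Compound 1 h, then IL-6 6 h at 37 °C | Detection: Luminescence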
TLR4 MyD88 comp – TLR4-MyD88 interaction inhibition in cells | inhibition, % at 8.4 µM | AID 861 | O00206+Q99836 | 200,000 compounds, 0.18% hits | HeLa CL3-4 TLR4/MyD88 BLA complementation, FRET ratio; in the data active = inhibition above about 25%;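 note: 0% = vehicle and 100% = reference inhibitor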
Target sequence (O00206 whole entry, looked up): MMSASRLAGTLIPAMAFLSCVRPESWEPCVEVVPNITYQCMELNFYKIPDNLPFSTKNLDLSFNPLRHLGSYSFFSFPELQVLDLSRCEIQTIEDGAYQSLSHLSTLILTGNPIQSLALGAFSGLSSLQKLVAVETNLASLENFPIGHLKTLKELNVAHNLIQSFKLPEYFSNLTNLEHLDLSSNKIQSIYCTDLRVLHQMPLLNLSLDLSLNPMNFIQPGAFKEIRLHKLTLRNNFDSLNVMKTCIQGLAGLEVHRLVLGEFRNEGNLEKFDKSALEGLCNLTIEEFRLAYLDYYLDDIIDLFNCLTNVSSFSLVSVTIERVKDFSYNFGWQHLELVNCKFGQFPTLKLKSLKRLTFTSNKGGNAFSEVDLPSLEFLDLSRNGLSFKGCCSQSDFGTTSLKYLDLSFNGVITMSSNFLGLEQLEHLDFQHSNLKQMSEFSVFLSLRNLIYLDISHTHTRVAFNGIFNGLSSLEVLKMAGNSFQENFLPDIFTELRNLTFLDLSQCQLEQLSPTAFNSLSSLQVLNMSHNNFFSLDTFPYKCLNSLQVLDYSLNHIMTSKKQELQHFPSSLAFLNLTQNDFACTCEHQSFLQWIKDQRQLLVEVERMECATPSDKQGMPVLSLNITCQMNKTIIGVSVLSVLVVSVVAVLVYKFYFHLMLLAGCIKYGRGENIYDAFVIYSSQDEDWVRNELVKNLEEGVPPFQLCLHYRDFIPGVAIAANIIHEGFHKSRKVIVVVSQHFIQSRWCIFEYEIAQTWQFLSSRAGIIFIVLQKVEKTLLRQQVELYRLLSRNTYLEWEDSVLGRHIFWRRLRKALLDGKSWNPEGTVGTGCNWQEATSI
Target sequence (Q99836 whole entry, looked up): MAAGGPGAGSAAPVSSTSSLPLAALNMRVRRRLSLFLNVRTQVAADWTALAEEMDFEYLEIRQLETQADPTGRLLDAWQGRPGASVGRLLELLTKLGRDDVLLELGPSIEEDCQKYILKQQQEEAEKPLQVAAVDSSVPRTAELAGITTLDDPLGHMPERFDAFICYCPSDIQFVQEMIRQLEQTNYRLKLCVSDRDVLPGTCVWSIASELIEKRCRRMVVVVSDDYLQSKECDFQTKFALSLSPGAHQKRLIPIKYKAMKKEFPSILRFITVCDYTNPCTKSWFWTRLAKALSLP
G6PDH counter – counter-screen for G6PDH assay hits: L. mesenteroides G6PDH inhibition; Purified L. mesenteroides G6PDH, diaphorase/resazurin coupled fluorescence, 45 min; inhibition, % at 5 µM; 200,000 compounds, 0.12% hits; AID 1020; in the data active = inhibition above about 50%
Numbers without * were called inactive; · = not tested or not shown.

molecule	Hsp70 activator	Diaphorase act	APP transl inh	G6PDH counter	STAT1 inh	Diaph inh CS	STAT3 act	STAT3 inh	TLR4 MyD88 comp	STAT1 activator
CC(=O)Nc1cccc(NC(=O)c2cc3ccccc3o2)c1	0.0	0.8	-125	-3	-62	24	93	11	-2	156*
CCC(=O)c1ccccc1OCCCn1cncn1	-0.2	0.9	3	16	3	12	101	1	-3	97
N#CC1C(=O)NC(N2CCN(c3ccccc3)CC2)=NC12CCCCC2 (centres undefined)	0.1	0.8	-6	5	-1	17	101	4	13	101
Cc1cccc(CSC2=CS(=O)(=O)c3ccccc3N2)c1	0.1	0.9	3	10	1	7	95	10	-16	99
Cc1ccc(S(=O)(=O)/C(C#N)=C/c2c(N3CC(C)OC(C)C3)nc3c(C)cccn3c2=O)cc1 (centres undefined)	-0.1	0.7	18	7	-1	26	101	5	2	101
O=C(Nc1cccc(C(=O)N2CCOCC2)c1)c1cccnc1	0.2	0.9	-7	11	2	10	97	6	-10	98
CN(C)S(=O)(=O)c1c(Cl)cccc1Cl	-0.3	1	-10	0	-5	1	105	-10	8	104
CCCCNC(=O)c1onc(CSc2cc(C)ccc2C)c1C(=O)O	-0.2	0.8	9	7	-3	19	107	-1	-15	102
CC1CCCN(CCCOc2ccc([N+](=O)[O-])cc2)C1 (centres undefined)	0.0	0.8	12	0	4	16	96	7	-12	97
Cc1ccc(/C=N/n2cc(-c3ccccc3)[nH]c2=S)s1	0.2	0.7	-23	8	-34	27	115	-7	-12	129*
C/C(=N/NC(=O)c1cc2ccccc2cc1O)C1C(=O)c2ccccc2C1=O	-0.3	0.7	-24	4	-19	29	116	-19	-12	118
Cc1cc2oc(C(=O)N(Cc3ccco3)C3CCS(=O)(=O)C3)cc(=O)c2cc1Cl (centres undefined)	0.0	0.9	-5	-18	1	11	102	3	13	99
CCOCCCNCc1cc(Cl)cc(Cl)c1OCC	-0.1	1	-3	-3	1	-4	102	7	-6	99
CCOc1nc(Nc2ccc(OC)c(Cl)c2)nc(OCC)n1	-0.2	0.8	12	2	-2	18	87	16	-5	99
CCN(CC(=O)Nc1ccccc1Br)Cc1nc2ccccc2c(=O)[nH]1	-0.3	1	-2	18	1	-4	103	0	-3	99
CN1CCN(c2cc(=O)n(C3CCCCC3)c(=O)[nH]2)CC1	-0.1	0.8	·	-13	2	22	104	4	-9	98
O=C(O)CCN1C(=O)C2C3CC(C2C1=O)C1C(c2ccccc2)c2sc(=O)n(-c4ccccc4)c2SC31 (centres undefined)	-0.2	1.1	-6	3	1	-6	89	18	-16	100
Cn1ccnc1SCC(=O)Nc1ccc(F)c([N+](=O)[O-])c1	-0.1	1	-14	3	-2	0	87	20	-18	100
O=S(=O)(c1cccc2ccccc12)n1nnc2ccccc21	0.1	0.9	-13	-3	3	8	102	2	-5	98
CC(=O)c1cc(C#N)c(SCc2ccc([N+](=O)[O-])cc2)nc1C	0.0	0.9	-18	3	4	7	98	7	8	96
Nc1nc(N)nc(COc2ccccc2)n1	-0.2	1	-38	7	-18	1	117	-19	5	116
CCNC(=S)N1CCC(n2cnc3ccccc32)CC1	-0.3	0.9	10	6	2	14	97	8	7	96
Cc1ccc(OCc2n[nH]c(=S)n2-c2ccccc2)cc1C	-0.4	0.8	3	7	-2	15	102	0	-7	101
Cn1c(SCc2ccc(C(=O)Nc3nccs3)cc2)nnc1-c1ccccc1	0.0	0.8	-38	12	10	16	101	5	5	91
Cn1c(N)c(C(=O)c2cc(-c3ccccn3)nc3ccccc23)c(=O)[nH]c1=O	-0.1	0.8	0	9	1	20	102	5	1	99

(list continues)
molecule	Hsp70 activator	Diaphorase act	APP transl inh	G6PDH counter	STAT1 inh	Diaph inh CS	STAT3 act	STAT3 inh	TLR4 MyD88 comp	STAT1 activator
O=C(O)c1oc2ccccc2c1CSc1ccccn1	-0.5	1	9	8	4	0	97	8	-9	97
O=C(OCc1cccc([N+](=O)[O-])c1)c1ccc2ccccc2n1	-0.1	0.9	-19	6	1	9	89	18	2	99
CCOc1ccc(S(=O)(=O)Nc2ccc3c(c2)OCO3)c2cccnc12	0.1	0.9	-13	6	7	12	104	0	7	94
COc1ccccc1/C=C/C=N\N1CCN(Cc2ccccc2Cl)CC1	-0.1	0.9	4	-8	-3	7	99	0	9	103
CCNc1ccc(P(=O)(c2ccccc2)c2ccccc2)cc1	-0.1	1.1	-9	0	-2	-5	106	1	-13	100
CC(C)C1OC2c3cccc4cccc(c34)C2N1c1ccccc1 (centres undefined)	0.1	0.8	5	10	-4	18	110	-10	-4	100
CCOC(=O)c1cc2c(ccn2C)n1CC(=O)N(Cc1ccccc1)c1ccc(F)cc1	0.0	0.8	0	-7	-1	18	103	-6	5	101
Nc1nc(-c2ccc(Br)cc2)cc(C(F)(F)F)n1	-0.5	0.9	14	8	-8	7	105	0	9	108
CCn1c(O)c(/C=C/C=C/C=Nc2ccccc2)sc1=S	-0.2	0.8	-4	7	-5	22	97	5	5	104
O=C1NCCCc2c1no[n+]2[O-]	-0.2	0.9	0	6	4	10	103	-1	-6	96
O=c1c(Cc2ccc(F)cc2)c(O)ccn1CC1CCCO1 (centres undefined)	-0.2	0.9	-21	5	3	13	103	-2	-8	97
Cc1cccc(NC(=O)CSc2nc(C)c(Cc3ccccc3)c(=O)[nH]2)c1	-0.5	0.9	-12	3	0	6	96	5	-8	100
Cc1cc(=O)n2c3c(cccc13)CCC2	-0.2	0.8	-6	4	9	16	99	4	-4	92
Cc1c(NC(=O)CSc2ccc(Cl)cc2)cccc1-c1nc2cc(Cl)ccc2o1	-0.1	0.9	-15	-4	-2	12	99	6	-5	102
CCCCc1nnc(NC(=O)CC(=O)Nc2ccccc2C(=O)O)s1	-0.2	0.9	-17	17	3	14	102	3	-5	97
CC1CCN(C(=O)CSc2ccc(-c3cccc([N+](=O)[O-])c3)nn2)CC1	0.0	0.7	-11	-7	0	29	91	16	10	97
OC1CNCc2cc3c(cc21)OCCO3 (centres undefined)	-0.4	0.9	6	-3	-11	10	103	0	-11	110
COc1cccc(NC(=O)N2CCC(N3CCCCC3)CC2)c1	-0.4	0.9	-20	-10	1	8	105	-2	-4	100
CC1=NC(=O)C(N=Nc2ccccc2)N1c1ccccc1 (centres undefined)	-0.2	0.9	-51	4	-30	14	163*	-71	7	121
Cc1cc(C(=O)NCc2ccccc2F)cs1	0.2	1.1	-12	21	4	-14	98	2	-3	96
NC(=S)N/N=C/c1coc2ccc(Cl)cc2c1=O	-0.4	0.7	2	14	5	30	92	13	-2	95
COC(=O)c1ccc(N2CCOCC2)c(F)c1	-0.2	0.9	-25	6	-5	14	88	20	13	104
CC(C)Oc1ccccc1C1Nc2ccccc2C(=O)N1c1ccc2c(c1)OCCO2 (centres undefined)	0.3	0.9	-150	0	-17	12	107	-8	-8	116
CSc1ccccc1C(=O)C1CCCN(C(=O)c2ccc(N3CCOCC3)cc2)C1 (centres undefined)	-0.5	1	-6	10	14	4	92	12	5	85
CC(=O)c1nn(-c2ccccc2)cc1C(=O)c1cccc(Br)c1	-0.2	1	10	-4	3	0	102	1	-9	98

Three of the entries above in order of their number in STAT1 activator, ascending:
Compound | Hsp70 activator | Diaphorase act | APP transl inh | STAT1 inh | STAT3 act | TLR4 MyD88 comp | STAT1 activator
OC1CNCc2cc3c(cc21)OCCO3 (centres undefined) | -0.4 | 0.9 | 6 | -11 | 103 | -11 | 110
Nc1nc(N)nc(COc2ccccc2)n1 | -0.2 | 1 | -38 | -18 | 117 | 5 | 116
CC(=O)Nc1cccc(NC(=O)c2cc3ccccc3o2)c1 | 0.0 | 0.8 | -125 | -62 | 93 | -2 | 156*

Given field by field: part of the list above.
CCCCNC(=O)c1onc(CSc2cc(C)ccc2C)c1C(=O)O
  Hsp70 activator = -0.2
  Diaphorase act = 0.8
  APP transl inh = 9
  G6PDH counter = 7
  STAT1 inh = -3
  Diaph inh CS = 19
  STAT3 act = 107
  STAT3 inh = -1
  TLR4 MyD88 comp = -15
  STAT1 activator = 102

O=C1NCCCc2c1no[n+]2[O-]
  Hsp70 activator = -0.2
  Diaphorase act = 0.9
  APP transl inh = 0
  G6PDH counter = 6
  STAT1 inh = 4
  Diaph inh CS = 10
  STAT3 act = 103
  STAT3 inh = -1
  TLR4 MyD88 comp = -6
  STAT1 activator = 96

(next part)
molecule	Hsp70 activator	Diaphorase act	APP transl inh	G6PDH counter	STAT1 inh	Diaph inh CS	STAT3 act	STAT3 inh	TLR4 MyD88 comp	STAT1 activator
CCOC(=O)C1(Cc2cccc(Cl)c2)CCCN(C(=O)C2CC2)C1 (centres undefined)	0.0	0.8	-17	16	-12	22	106	-2	-11	109
Nc1cc(=O)[nH]c(SC/C=C/c2ccccc2)n1	-0.1	1	-18	7	-1	-4	93	16	0	102
O=C(Nc1ccccc1)c1nccn1Cc1ccc(F)cc1	0.0	0.8	-62	4	-22	16	96	11	1	119
CCOc1cc(CNC)ccc1OCC(=O)NC(C)(C)C	0.1	0.9	13	-1	2	6	100	8	9	97
Cc1cccc(N2C(=O)CS/C2=N\NC(=O)c2ccc(Br)cc2)c1C	-0.6	0.9	-2	11	-2	11	96	5	-8	102
Cc1ccc2oc(-c3ccccc3)c(C(=O)O)c(=O)c2c1	-0.1	1	-166	3	-27	2	123	-24	12	124
CCC(C)Sc1nnc(CSc2nc(C)cc(C)n2)n1C (centres undefined)	0.0	1.1	-16	4	3	-6	96	15	6	95
COc1ccc(CCNC(=O)c2ccc(CNS(=O)(=O)c3cccc(Cl)c3)cc2)cc1OC	-0.2	1	-5	-10	8	3	99	-1	-8	93
COC(=O)c1cc2n(n1)CCCNC2=O	-0.1	0.9	8	11	4	11	104	2	-1	94
CC(C)Oc1ccccc1C1CC(=O)Nc2cc3c(cc21)OCCO3 (centres undefined)	-0.2	0.9	95*	4	11	14	110	-12	2	90
COc1ccccc1NC(=S)N(Cc1ccccn1)Cc1ccccc1Cl	-0.3	1	2	3	6	3	100	0	-4	95
CCCC(C(=O)NCc1ccco1)N(C(=O)CNS(=O)(=O)c1ccccc1)c1ccccc1OC (centres undefined)	-0.2	1	-2	8	4	3	98	6	4	96
CCOC(=O)C1(CC)NC(c2ccc(OC)cc2OC)C2C(=O)N(C)C(=O)C21 (centres undefined)	-0.3	1	-8	-7	-4	-5	99	6	6	103
Cc1c(C(N)=O)c(-c2ccccc2)nn1-c1ccccc1	-0.5	1	-2	-3	1	4	97	6	1	99
O=C1C2CCCN2C(c2ccc(F)c(F)c2)N1c1cccc(Cl)c1 (centres undefined)	-0.2	1.2	-7	13	8	-20	98	7	4	93
CC1CCN(C(=O)Cn2nnc(-c3cccs3)n2)CC1	-0.2	0.9	-54	4	-33	9	110	-7	9	129*
OC(COc1cccc2ccccc12)CN1CCN(c2ccccn2)CC1 (centres undefined)	0.3	0.8	1	4	2	19	100	6	6	99
